Source: PubChem BioAssay
SUMO1-SIM PPI: modulators of human SUMO1-mediated protein-protein interactions. P63165. 360,000 tested, 0.33% active. SUMO1 binding to a labelled peptide, TR-FRET, 1 h. inhibition, % at 20 µM. AID 602429; in the data active = inhibition above about 37%
Target sequence (P63165 whole entry, looked up): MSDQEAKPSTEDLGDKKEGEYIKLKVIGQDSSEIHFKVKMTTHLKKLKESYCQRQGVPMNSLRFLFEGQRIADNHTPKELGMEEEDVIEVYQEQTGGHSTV
STEP block: STEP (human) phosphatase inhibition; P54829; recombinant STEP, OMFP fluorogenic substrate, fluorescence; inhibition, % at 20 µM; 360,000 tested, 0.25% active;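 active = inhibition at 20 µM, scaled per plate between control wells, above about 37%, limit read from the data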;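 note: 0% = DMSO with enzyme and substrate and 100% = substrate only without enzyme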
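System: STEP (striatal-enriched tyrosine phosphatase) enzyme, cell-free; medium: Bis-Tris pH 6.0 buffer with DTT, detergent; dosing: 20 µM, 1% DMSO; times: reaction 20 min, ambient temperature; detection: fluorescence, 480/540 nm; read-out basis: normalized % inhibition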
LMPTP inh: blocks human LMPTP phosphatase | 360,000 tested, 0.22% active | inhibition, % at 20 µM | P24666 | recombinant LMPTP-A, OMFP fluorogenic substrate, fluorescence intensity;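 active = compounds that cut the enzyme signal by at least half of the control window in the single-dose screen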;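 note: plate controls were DMSO wells with enzyme plus substrate for no effect and substrate without enzyme for full effect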
Target sequence (P24666 whole entry, looked up): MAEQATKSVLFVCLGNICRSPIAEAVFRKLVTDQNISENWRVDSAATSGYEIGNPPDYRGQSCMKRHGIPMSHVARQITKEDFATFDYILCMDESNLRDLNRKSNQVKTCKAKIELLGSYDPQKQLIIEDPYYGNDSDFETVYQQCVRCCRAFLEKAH
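material = LMPTP-A | quantity = 0.625 nM enzyme | reagent = OMFP substrate, 400 µM final | buffer or medium = Bis-Tris pH 6.0, DTT, detergent | detection = endpoint fluorescence intensity from OMFP dephosphorylation | dosing = single 20 µM dose | read-out basis = % inhibition relative to no-enzyme and uninhibited control wells | control set = no-enzyme and uninhibited controls | timing = 50 min at room temperature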
Neddyl block: cullin neddylation inhibition; calls only at 25 µM; TR-FRET cullin neddylation, biochemical; 360,000 tested, 0.58% active; AID 651699; P61081+Q13564; in the data active = inhibition above about 36%
Target sequence (P61081 whole entry, looked up): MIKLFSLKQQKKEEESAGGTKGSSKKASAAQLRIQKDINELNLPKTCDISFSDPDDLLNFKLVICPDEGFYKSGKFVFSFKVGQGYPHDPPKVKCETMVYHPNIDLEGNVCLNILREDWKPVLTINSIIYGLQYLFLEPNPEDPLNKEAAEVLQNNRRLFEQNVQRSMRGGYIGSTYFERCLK
Target sequence (Q13564 whole entry, looked up): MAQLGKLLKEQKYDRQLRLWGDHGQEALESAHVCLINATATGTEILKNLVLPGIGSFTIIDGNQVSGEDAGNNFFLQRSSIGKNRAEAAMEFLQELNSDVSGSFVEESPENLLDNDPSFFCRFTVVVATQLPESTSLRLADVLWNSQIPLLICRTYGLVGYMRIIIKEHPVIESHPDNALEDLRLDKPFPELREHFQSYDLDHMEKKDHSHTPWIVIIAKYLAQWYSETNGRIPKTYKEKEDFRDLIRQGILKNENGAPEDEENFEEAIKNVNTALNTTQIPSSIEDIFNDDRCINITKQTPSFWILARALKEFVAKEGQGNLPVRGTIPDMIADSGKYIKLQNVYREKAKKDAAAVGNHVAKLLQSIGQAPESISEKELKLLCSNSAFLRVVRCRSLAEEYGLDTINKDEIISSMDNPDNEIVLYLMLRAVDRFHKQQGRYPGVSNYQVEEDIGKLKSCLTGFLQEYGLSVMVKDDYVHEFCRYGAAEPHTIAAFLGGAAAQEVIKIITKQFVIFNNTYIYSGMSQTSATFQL
CSN inh: blocks human CSN-mediated cullin deneddylation; Q92905; Purified CSN, SCF-Nedd8-OG deneddylation, fluorescence polarization; inhibition, % at 12.5 µM; 360,000 tested, 0.38% active;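 active = pattern-corrected inhibition above about 35%, with an unprinted fluorescence ratio check between 0.5 and 1.5, limit read from the data, passing the limit was not always enough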;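 note: 0% = enzyme with substrate and 100% = substrate without enzyme; some results filed as inactive read as strong as hits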
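Material: human Csn5 produced in HEK293T cells; Input: enzyme 0.24 nM; Reagent: SCFSkp2-Nedd8OG substrate at 10 nM final; Dosing: 12.5 µM compound; Incubation: 90 min reaction at room temperature; Detection: fluorescence polarization of the substrate; Evaluation: % inhibition of substrate cleavage by Csn5; Control set: substrate-only high control, full reaction low control.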
Scp-1 inhibitor: blocks human Scp-1 phosphatase activity. Recombinant Scp1, phosphopeptide, malachite green phosphate absorbance. 340,000 tested, 0.88% active. Q9GZU7. inhibition, % at 20 µM;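 active = inhibition above about 50% at 20 µM, limit read from the data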;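 note: plate controls were DMSO wells with enzyme for no effect and wells lacking enzyme for full effect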
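Test system: SCP-1 catalytic domain; Buffer or medium: Acidic Tris acetate buffer with magnesium and detergent; Also added: Phosphorylated 17-residue peptide substrate; Compound: single 20 µM dose, 1% DMSO; Schedule: enzyme reaction 45 min at room temperature, colour 5 min, stabilisation 30 min; Signal: Phosphate-binding colour reagent, absorbance read at 630 nm.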
NadD inh: inhibitors of Staphylococcus aureus NadD. inhibition, % at 20 µM. purified NadD enzyme, colorimetric absorbance read-out. 360,000 tested, 0.78% active; in the data active = inhibition above about 26%; note: some compounds past the cut are filed as inactive
Rpn11 inh: Rpn11 (human) deubiquitinase inhibition; human 26S proteasome, Ub4-pepOG fluorescence polarization; 20S core pre-blocked with epoxomicin; O00487; AID 588493; 360,000 tested, 0.59% active; calls only at 20 µM;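 active = inhibition at 20 µM, scaled to each plate's controls, above about 33%, limit read from the data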
DNMT1 inh: inhibitors of human DNMT1; 360,000 tested, 0.83% active; AID 588458; DNMT1 molecular beacon, Hinp1I cleavage, fluorescence; inhibition (reported as % activation of signal), % at 10 µM; in the data active = inhibition above about 50%
Rin1-Abl PPI inh: inhibitors of human Rin1-Abl protein interaction | inhibition, % at 7.35 µM | 360,000 tested, 0.4% active | P00519+Q13671 | TR-FRET Rin1/Abl binding, biochemical; in the data active = inhibition above about 5%, passing the limit was not always enough
Numbers without * were called inactive; i = inactive; x = not tested or not shown; + = active, no number.

structure	STEP block	Rin1-Abl PPI inh	LMPTP inh	NadD inh	CSN inh	Scp-1 inhibitor	SUMO1-SIM PPI	DNMT1 inh	Rpn11 inh	Neddyl block
COc1cccc(Sc2nc(-c3ccccc3)ncc2S(C)(=O)=O)c1	2	3	-1.1	-14	3	-14	-6	1	i	i
COc1ccc(CN2C(=O)N(c3ccccc3)C(=O)C2CC(=O)Nc2ccccc2)cc1OC (stereo not drawn)	2	-1	-1.4	-3	5	-1	0	-2	i	i
Cc1ccc(-c2nn3c(C)nnc3s2)cc1NC(=O)c1ccc(OC(C)C)cc1	3	4	0.0	4	8	4	5	-1	i	i
OCCNc1nc(Nc2ccccc2Cl)nc(N2CCCC2)n1	-1	-1	-0.2	-3	4	-2	7	0	i	i
COc1ccc(CCNC(=O)CSc2nc(-c3ccco3)cc(C(F)(F)F)n2)cc1	-2	3	0.8	-2	-2	-1	-9	-5	i	i
COC(=O)c1nnn(Cc2ccccc2)c1N	-3	-1	0.0	-1	-1	12	-1	2	i	i
COc1ccc(NC(=O)C(NC(=O)c2ccc(=O)[nH]c2)c2ccc(OC)cc2)cc1 (stereo not drawn)	-4	-1	-0.7	2	0	-4	-2	13	i	i
COc1ccc(NC(=O)CSc2nc3scc(C)c3c(=O)[nH]2)cc1	-3	1	1.0	3	4	-12	-1	2	i	i
NS(=O)(=O)c1ccc(CNC(=O)c2cc(-c3ccccc3)nc3ccccc23)cc1	0	-3	0.6	-3	4	12	-10	-2	i	i
CCOC(=O)C1CCc2nc3ccccc3c(=O)n21 (stereo not drawn)	-19	0	0.7	3	0	1	1	-1	i	i
Cc1onc(-c2ccccc2Cl)c1C(=O)OCC(=O)Nc1ccc2c(c1)OCO2	-2	1	3.0	-9	1	-9	3	-10	i	i
Cc1sc(=NC(=O)c2ccco2)n(C)c1-c1ccccc1	-2	1	0.3	4	3	-9	4	0	i	i
O=C(COC(=O)c1ccc2c(c1)OCCO2)Nc1cccc(S(=O)(=O)N2CCOCC2)c1	0	0	1.2	2	0	-8	0	-3	i	i
COc1ccccc1N1CCN(CC(O)COCc2cccs2)CC1 (stereo not drawn)	-1	-1	-1.8	-3	-2	-3	-2	0	i	i
CCOc1cc(/C=C2/C(=N)N3N=C(CC)SC3=NC2=O)ccc1OC(=O)c1ccco1	0	0	-1.1	5	9	0	1	4	i	i
COc1ccc(OC)c(N=Cc2c(O)[nH]c3ccccc23)c1	-4	-1	-0.4	-12	-6	4	0	0	i	x
CCOC(=O)c1cccc(NC(=O)c2cccs2)c1	-4	2	0.0	-6	3	-13	4	0	i	i
CCN(CC)C(=O)CC1(c2ccccc2OC)CCOC(C(C)C)C1 (stereo not drawn)	-4	1	-0.8	2	2	-8	0	4	i	i
Cc1cc(C)cc(NS(=O)(=O)c2ccc3oc(=O)ccc3c2)c1	-3	-1	-0.7	3	2	-7	-4	0	i	i
CCCCc1nc2n[nH]c(N)c2c2c1CCCC2	-1	-2	-0.8	4	-2	-2	-1	-3	i	i
CCN1CCN(CCC(=O)Nc2cc(C)ccc2C)CC1	-3	1	-1.6	3	0	-9	3	-10	i	i
COc1ccc2c(CN3CCCCC3)cc(=O)oc2c1	1	-4	0.2	-10	-6	x	-10	3	i	x
COc1cc(-c2nnc(COc3ccc(Cl)cc3C)o2)cc(OC)c1OC	1	1	2.8	-4	-2	-7	4	-2	i	i
COc1ccc(O)c(-c2cc(-c3ccccc3Cl)[nH]n2)c1	-5	2	4.4	-8	-3	-2	10	-17	i	i
COc1ccccc1C(=O)NCC(=O)OCC(=O)Nc1cccc(S(=O)(=O)N(C)C)c1	0	4	0.3	-3	-1	-5	5	0	i	i
CC(OC(=O)CCC(=O)N1CCN(S(=O)(=O)c2ccc3ccccc3c2)CC1)C(=O)NC(N)=O (stereo not drawn)	-5	1	-0.2	-2	0	2	-2	10	i	i
CCOC(=O)CSc1nnc(-c2cccnc2)o1	-2	0	-3.5	1	2	-1	23	-4	i	i
Cc1ccc(F)c(S(=O)(=O)NC(=O)C2(C)CCN2C(=O)CCC2CCCC2)c1 (stereo not drawn)	-3	-5	-2.2	-9	-5	x	4	1	i	i
CN(Cc1nc(-c2cnccn2)no1)CC1(c2ccccc2)CC1(C)C (stereo not drawn)	0	-2	-0.6	6	1	-7	1	0	i	i
COCCN(C(=O)CNC(=O)c1ccco1)C(C(=O)NC1CCCCC1)c1cccs1 (stereo not drawn)	-2	0	-1.1	-3	2	-8	1	-1	i	i

Given with values under each structure: part of the list above
Results follow in this order: STEP block | Rin1-Abl PPI inh | LMPTP inh | NadD inh | CSN inh | Scp-1 inhibitor | SUMO1-SIM PPI | DNMT1 inh | Rpn11 inh | Neddyl block
CCN(CC)C(=O)CC1(c2ccccc2OC)CCOC(C(C)C)C1 (stereo not drawn)
    -4 | 1 | -0.8 | 2 | 2 | -8 | 0 | 4 | i | i
Cc1cc(C)cc(NS(=O)(=O)c2ccc3oc(=O)ccc3c2)c1
    -3 | -1 | -0.7 | 3 | 2 | -7 | -4 | 0 | i | i
CCCCc1nc2n[nH]c(N)c2c2c1CCCC2
    -1 | -2 | -0.8 | 4 | -2 | -2 | -1 | -3 | i | i
CCN1CCN(CCC(=O)Nc2cc(C)ccc2C)CC1
    -3 | 1 | -1.6 | 3 | 0 | -9 | 3 | -10 | i | i
COc1ccc2c(CN3CCCCC3)cc(=O)oc2c1
    1 | -4 | 0.2 | -10 | -6 | x | -10 | 3 | i | x

Additional compounds follow.
structure	STEP block	Rin1-Abl PPI inh	LMPTP inh	NadD inh	CSN inh	Scp-1 inhibitor	SUMO1-SIM PPI	DNMT1 inh	Rpn11 inh	Neddyl block
CC(=O)N1CCc2cc(Br)cc(S(=O)(=O)N3CCCCCC3)c21	-3	1	0.4	0	6	0	4	-4	i	i
Cc1ccc(NC(=O)c2cccc(C(=O)OC(C)C)n2)c(Br)c1	4	0	0.9	-4	-3	-1	-2	1	i	i
CC(C)c1nc2c(s1)CCc1onc(-c3ccc(Cl)cc3)c1-2	-5	0	-0.4	2	1	-11	-2	3	i	i
Brc1ccc2oc3c(N4CCOCC4)ncnc3c2c1	2	0	-1.3	3	1	-14	6	3	i	i
O=C1CC(c2cccc(Oc3ccccc3)c2)NC(=O)N1 (stereo not drawn)	-1	1	-1.2	1	0	-12	-3	2	i	i
N#C/C(=C\C=C\c1ccccc1)C(=O)Nc1ccccc1	1	1	0.2	-4	-5	-1	-3	3	i	i
COc1ccc(NC(=O)CSc2nnc(-c3ccc(C)cc3)n2N)cc1	4	-1	-0.3	-2	-2	-3	2	-1	i	i
C[C@H](NC(=O)c1nc[nH]c1C(=O)NC(c1ccccc1)c1ccccc1)C(=O)OC(C)(C)C	1	-2	2.6	4	1	-9	-1	-19	i	i
O=C(Oc1ccc2c(=O)c(Cl)coc2c1)c1cccnc1	1	4	-1.3	-1	1	3	4	11	i	x
COc1ccc(/C=N/NC(=O)c2ccc3ccccc3c2)cc1OS(=O)(=O)c1ccc(NC(C)=O)cc1	-2	0	1.4	25	2	-2	2	-19	i	i
C=CC[C@H](CC(=O)N(CCO)Cc1ccccc1)C(=O)N[C@@H](COC(=O)[C@@H](CC=C)Cc1ccc(F)cc1)Cc1ccccc1	1	1	5.4	4	0	-21	-1	-25	i	i
O=C(CS(=O)(=O)Cc1ccccc1)Nc1ccc(Br)cc1F	0	-2	-0.2	-8	2	-5	1	0	i	i
O=C(CCc1nnc(C2CCCCC2)o1)N1CCN(C2CCCCC2)CC1	1	-1	-2.1	-6	-15	-3	0	-2	i	i
O=C(/C=C/c1cccc([N+](=O)[O-])c1)N1CCN(S(=O)(=O)c2cccs2)CC1	8	3	1.0	0	0	-1	-17	3	i	i
O=C(CSc1nnc(-c2ccccc2)n1-c1ccccc1)c1ccc[nH]1	1	3	-0.1	-2	-4	-1	7	-13	i	i
C=CCn1c(SCc2nc3ccccc3nc2C)nnc1-c1ccoc1C	2	2	0.7	3	1	8	3	11	i	i
C/C=C/C(=O)Nc1cccc(C2=NOC3(C2)C[C@@H](C(N)=O)N(C(=O)c2cc([N+](=O)[O-])cc([N+](=O)[O-])c2)C3)c1 (stereo partly drawn)	-3	0	-0.7	0	2	-3	-37	-4	i	i
OCC[C@H]1C[C@H](O)[C@@H](O)[C@]2(Cc3ccccc3CCO2)O1	0	4	-0.3	-3	0	-2	-2	-1	i	i
CCOC(=O)c1nc(Nc2ccc(C(C)=O)cc2)c2ccccc2n1	0	-4	0.4	2	-1	-3	-8	3	i	i
Cc1ccc(-c2ccc(/C=C/C(=O)c3ccccc3)o2)cc1	-1	-1	1.8	6	-7	-11	0	4	+	i
Cc1ccc(S(=O)(=O)N(CC(O)CN2CCOCC2)c2cc(Cl)ccc2Cl)cc1 (stereo not drawn)	-17	0	-1.2	-3	-9	1	-2	0	i	i
Cc1ccc(S(=O)(=O)N/N=C\c2ccc([N+](=O)[O-])o2)cc1	-1	0	-0.9	7	1	0	-10	0	i	i
Cc1csc(NC(=O)C2CCCO2)n1 (stereo not drawn)	2	-3	-2.3	-1	-2	-9	-1	3	i	i
O=C(Nc1cccc(Cl)c1)N1CCC(CO)(CCOc2ccccc2)CC1	-1	-1	-0.1	-7	3	-5	1	-4	i	i
Cc1cnc(NC(=O)Cc2cccs2)s1	-1	4	-0.8	-3	0	-3	-3	-8	i	i
COCCN1C(=O)c2oc3cc(C)c(C)cc3c(=O)c2C1c1cccc(O)c1 (stereo not drawn)	2	3	-0.6	0	-2	-8	-12	-5	i	i
CCOC(=O)c1sc(N)c(C#N)c1COC(=O)CNC(=O)c1cc(OC)c(OC)c(OC)c1	-10	-7	0.1	-1	71*	-5	8	-21	x	i
COc1ccc(-c2cn(CC[C@@H]3CC[C@H](NC(=O)Cc4ccccn4)[C@@H](CO)O3)nn2)cc1	x	x	-0.2	x	-3	x	6	x	x	i
O=C1CN(c2nnnn2-c2ccccc2)CCN1	-4	0	0.0	-10	1	11	0	1	i	i
CCCc1nc2oc(C(=O)c3ccccc3)c(N)c2c2c1COC(C)(C)C2	4	-5	-0.8	-10	-1	-2	-10	-6	i	i
CCCC(=O)Nc1ccc(C=C(C(C)=O)C(C)=O)cc1	-1	-5	-1.6	5	2	-17	-2	-2	i	i
C[C@@H](CO)NC(=O)c1nc[nH]c1C(=O)N[C@H](C)c1ccccc1	-1	-5	-1.2	1	-2	x	2	12	i	i
